Assay outcomes deposited in PubChem BioAssay by several laboratories.
Myeloid diff 2 – promotes myeloid progenitor differentiation; ER-HoxA9 myeloid progenitors, lysozyme-GFP differentiation, flow cytometry; calls only at 10 µM; 360,000 tested, 1% active; AID 624256;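 active = normalized GFP-positive differentiation at or above the plate's own cutoff, the solvent-only control mean plus 3 SD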;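 also: cells exposed to compound for four days before flow analysis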
KOR beta-arrestin-1 – KOR agonists, beta-arrestin recruitment, primary screen, cell-based, luminescence, uHTS (AID 1777); KOR beta-arrestin recruitment, luminescence; higher % means a stronger effect; one-dose activation, % at 10 µM; EC50 in µM for titrated hits; 280,000 tested, 0.02% active; in the data active = activation above about 50%, passing the limit was not always enough; also: a part of the inactive calls stands beside numbers as strong as those of hits
NOD2 inhibition – NOD2 signaling inhibitors, cell-based, luminescence, uHTS, HEK293 (AID 1566); HEK293 NOD2/NF-kB luciferase reporter, luminescence; higher % means a stronger effect; 290,000 tested, 0.63% active; inhibition, % at 4 µM; hits with a dose series show EC50 in µM; also: many of its hits are not listed in these tables
Salmonella PhoP GFP – inhibitors of PhoP regulon expression, primary screen, Salmonella Typhimurium, GFP reporter (AID 1863); S. Typhimurium PhoP-regulated promoter GFP reporter, 4 h; higher % means a stronger effect; one-dose inhibition, % at 50 µM; IC50 in µM for titrated hits; 300,000 tested, 0.16% active;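 active = inhibition over 29.93%, a cutoff 3 SD above the screen mean, later confirmed by dose response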;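 also: 0% = low Mg2+ inducing control and 100% = high Mg2+ repressing control; strong numbers were not always called active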
Siah-1 displacement – Siah-1 peptide-binding antagonists, primary screen, biochemical, fluorescence polarization, rhodamine-plectin, uHTS (AID 1817) | displacement, % at 20 µM; hits with a dose series show IC50 in µM | Siah-1 / rhodamine-plectin peptide fluorescence polarization; higher % means a stronger effect | 290,000 tested, 0.02% active;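 active = displacement of at least 50% at 20 µM, with a fluorescence ratio check between 0.3 and a set limit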;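 also: plate controls were Siah plus tracer with DMSO for no effect and tracer alone without Siah for full effect; strong numbers were not always called active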
KOR beta-arrestin-2 – KOR antagonists, beta-arrestin recruitment, cell-based, luminescence, uHTS (AID 1778) | KOR beta-arrestin recruitment, luminescence, antagonist mode; higher % means a stronger effect | inhibition, % at 10 µM; hits with a dose series show IC50 in µM | 290,000 tested, 0.091% active; also: strong numbers were not always called active
HIV peptide binding – inhibitors of HIV fusion peptide binding, primary screen, biochemical, uHTS, fluorescence dequenching (AID 1986) | 290,000 tested, 0.3% active | inhibition, % at 20 µM, or IC50 in µM where a hit was titrated | cell-free peptide binding, fluorescence dequenching, 30 min; higher % means a stronger effect; in the data active = inhibition mostly above about 52%, no sharp cut-off; inactive = mostly below about 76%; also: some results filed as inactive read as strong as hits
NOD1 inhibition – inhibition of NOD1-driven NF-kB reporter – cell-based, luminescence, uHTS, primary screen (AID 1578); NOD1-driven NF-kB luciferase reporter cells, luminescence; higher % means a stronger effect; inhibition, % at 4 µM, or EC50 in µM where a hit was titrated; 290,000 tested, 1% active; in the data active = inhibition mostly above about 36%, no sharp cut-off; inactive = mostly below about 34%;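 also: HEK-293T reporter cells stimulated with the NOD1 agonist gamma-tri-DAP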
LYP inhibition – inhibitors of LYP phosphatase, biochemical, fluorescence intensity, uHTS (AID 1779); 290,000 tested, 0.054% active; recombinant LYP phosphatase, fluorescence intensity; higher % means a stronger effect; inhibition, % at 11.5 µM, or IC50 in µM where a hit was titrated;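 also: plate controls were vehicle with enzyme for no effect and no enzyme for full effect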
Myeloid diff 2 GFP+ MAC1+ % – also measured in Myeloid diff 2; calls as there; GFP+ MAC1+ double positive, %; measured here: differentiation confirmed by MAC1 staining
Starred values were filed as active, the others as inactive; i = inactive; x = no result given; [ ] = remark or other dose. Rule as the data show it, unless noted: active = inhibition above about 50%; inactive = the rest. A portion of the library (hit frequency here may not be typical).

Below each SMILES – Myeloid diff 2	Myeloid diff 2 GFP+ MAC1+ %	KOR beta-arrestin-1	NOD2 inhibition	Salmonella PhoP GFP	Siah-1 displacement	KOR beta-arrestin-2	HIV peptide binding	NOD1 inhibition	LYP inhibition
- O=C(Nc1ccc(N2CCOCC2)nc1)c1ccc(F)cc1
    i	0.9	0.0%	-1%	-8%	2%	-8%	2.8%	2%	-3%
- Cc1cc(C)c2cc(C#N)c(N3CCCC3)nc2c1
    i	1.6	-0.9%	-1%	4%	2%	14%	1.2%	-19%	-4%
- O=C(O)c1cc(N/N=C/c2ccc(N3CCOCC3)s2)ccc1Cl
    i	0.9	3.5%	-21%	-15%	-2%	-21%	45%	-46%	1%
- COc1ccccc1C(=O)N1CCc2ccccc21
    i	5.8	8.3%	4%	9%	-2%	16%	-0.3%	13%	-8%
- O=C(c1ccccc1)c1ccc(NCCCn2ccnc2)c([N+](=O)[O-])c1
    i	0.3	-0.9%	40%	11%	1%	4%	-0.9%	4%	2%
- O=C(c1cnc2c(c1)COc1ccc(Cl)cc1-2)c1ccccc1O
    i	0.0	-0.6%	1%	1%	9%	15%	3.1%	-13%	2%
- Cn1c(=O)cc(SCC(=O)Nc2ccc3c(c2)OCO3)c2ccccc21
    i	0.5	0.1%	-2%	24%	-2%	-15%	-0.8%	-59%	-4%
- CC(C)(C)OC(=O)NCCCCCc1nnc(SCc2ccccc2F)o1
    i	0.2	4.6%	-2%	-9%	0%	-9%	-0.5%	-10%	-1%
- Cc1cccc(NC(=O)C2CCCN(C(=O)Nc3ccc(F)cc3)C2)c1 (stereo not drawn)
    i	0.7	2.1%	10%	6%	4%	-9%	0.3%	-57%	-7%
- N/C(=N\N=C\c1ccco1)SC1CC(=O)N(c2ccccc2)C1=O (stereo not drawn)
    i	0.7	-7.7%	16%	0%	4%	1%[20 µM]	-0.5%	-23%	-3%
- O=C(CCSc1ccc(Cl)cc1)NC12CC3CC(CC(C3)C1)C2
    i	0.4	1.3%	-7%	29%	-4%	18%	1.1%	-42%	-5%
- CCOC(=O)C1=C(N)N(c2ccccc2Oc2ccccc2)C(=O)C1
    i	2.0	5.3%	-7%	7%	6%	3%	0.6%	-1%	-8%
- Cc1cc(C)cc(N(CC(=O)N2CCC(C)CC2)S(=O)(=O)c2ccccc2)c1
    i	0.5	8.1%	-8%	-6%	0%	7%	-3.3%	-12%	3%
- N#Cc1cc(N2CCCCC2)c([N+](=O)[O-])cc1C#N
    i	0.3	-4.6%	12%	-2%	4%	-16%	0.0%	4%	-8%
- CCOc1ccc(/C=C/C(=O)C(C(N)=O)=C2SCCS2)cc1
    i	0.7	-3.4%	-62%	-7%	1%	6%	-4.1%	9%	-7%
- O=C(CC(c1ccccc1)c1ccccc1)OCn1nnc2ccccc2c1=O
    i	0.5	0.4%	-6%	-11%	0%	-38%	-2.1%	-1%	-5%
- COc1cc(C2=NOC(C(=O)NC3CCCCC3)C2)cc(OC)c1OC (stereo not drawn)
    i	0.8	3.6%	-1%	2%	-3%	-39%	-3.6%	x	-6%
- COc1ccccc1CNC(=O)Cn1ccsc1=N
    i	3.7	4.3%	0%	1%	5%	-25%	0.2%	-31%	-6%
- Cc1cccc(NC(=O)CSc2ccc(-c3cccs3)nn2)c1C
    i	1.1	-1.2%	-14%	-19%	5%	6%	1.0%	-29%	4%
- COc1ccccc1/C=C/C=N/NC(=O)CN1CCN(Cc2ccccc2)CC1
    i	0.2	4.4%	-1%	14%	-1%	-34%	0.1%	-8%	2%

13 neighbouring records already listed:
Below each SMILES – Myeloid diff 2	Myeloid diff 2 GFP+ MAC1+ %	KOR beta-arrestin-1	NOD2 inhibition	Salmonella PhoP GFP	Siah-1 displacement	KOR beta-arrestin-2	HIV peptide binding	NOD1 inhibition	LYP inhibition
- CC(C)(C)OC(=O)NCCCCCc1nnc(SCc2ccccc2F)o1
    i	0.2	4.6%	-2%	-9%	0%	-9%	-0.5%	-10%	-1%
- Cc1cccc(NC(=O)C2CCCN(C(=O)Nc3ccc(F)cc3)C2)c1 (stereo not drawn)
    i	0.7	2.1%	10%	6%	4%	-9%	0.3%	-57%	-7%
- N/C(=N\N=C\c1ccco1)SC1CC(=O)N(c2ccccc2)C1=O (stereo not drawn)
    i	0.7	-7.7%	16%	0%	4%	1%[20 µM]	-0.5%	-23%	-3%
- O=C(CCSc1ccc(Cl)cc1)NC12CC3CC(CC(C3)C1)C2
    i	0.4	1.3%	-7%	29%	-4%	18%	1.1%	-42%	-5%
- CCOC(=O)C1=C(N)N(c2ccccc2Oc2ccccc2)C(=O)C1
    i	2.0	5.3%	-7%	7%	6%	3%	0.6%	-1%	-8%
- Cc1cc(C)cc(N(CC(=O)N2CCC(C)CC2)S(=O)(=O)c2ccccc2)c1
    i	0.5	8.1%	-8%	-6%	0%	7%	-3.3%	-12%	3%
- N#Cc1cc(N2CCCCC2)c([N+](=O)[O-])cc1C#N
    i	0.3	-4.6%	12%	-2%	4%	-16%	0.0%	4%	-8%
- CCOc1ccc(/C=C/C(=O)C(C(N)=O)=C2SCCS2)cc1
    i	0.7	-3.4%	-62%	-7%	1%	6%	-4.1%	9%	-7%
- O=C(CC(c1ccccc1)c1ccccc1)OCn1nnc2ccccc2c1=O
    i	0.5	0.4%	-6%	-11%	0%	-38%	-2.1%	-1%	-5%
- COc1cc(C2=NOC(C(=O)NC3CCCCC3)C2)cc(OC)c1OC (stereo not drawn)
    i	0.8	3.6%	-1%	2%	-3%	-39%	-3.6%	x	-6%
- COc1ccccc1CNC(=O)Cn1ccsc1=N
    i	3.7	4.3%	0%	1%	5%	-25%	0.2%	-31%	-6%
- Cc1cccc(NC(=O)CSc2ccc(-c3cccs3)nn2)c1C
    i	1.1	-1.2%	-14%	-19%	5%	6%	1.0%	-29%	4%
- COc1ccccc1/C=C/C=N/NC(=O)CN1CCN(Cc2ccccc2)CC1
    i	0.2	4.4%	-1%	14%	-1%	-34%	0.1%	-8%	2%

Record cards, from the list above. Order of values: Myeloid diff 2	Myeloid diff 2 GFP+ MAC1+ %	KOR beta-arrestin-1	NOD2 inhibition	Salmonella PhoP GFP	Siah-1 displacement	KOR beta-arrestin-2	HIV peptide binding	NOD1 inhibition	LYP inhibition
Cc1cc(C)c2cc(C#N)c(N3CCCC3)nc2c1 across the screens: i	1.6	-0.9%	-1%	4%	2%	14%	1.2%	-19%	-4%
O=C(CC(c1ccccc1)c1ccccc1)OCn1nnc2ccccc2c1=O across the screens: i	0.5	0.4%	-6%	-11%	0%	-38%	-2.1%	-1%	-5%

The listing continues:
Below each SMILES – Myeloid diff 2	Myeloid diff 2 GFP+ MAC1+ %	KOR beta-arrestin-1	NOD2 inhibition	Salmonella PhoP GFP	Siah-1 displacement	KOR beta-arrestin-2	HIV peptide binding	NOD1 inhibition	LYP inhibition
- O=C(NCc1ccncc1)C(=O)NCC(c1ccco1)N1CCN(c2ccccc2F)CC1 (stereo not drawn)
    i	0.1	5.8%	4%	-9%	1%	-2%	-0.8%	-29%	-4%
- O=C(Nc1ccc(C(=O)N2CCCC2)cc1)Nc1ccc(Cl)cc1Cl
    i	0.4	2.2%	-2%	-2%	2%	-3%	2.4%	-25%	-3%
- CCN1C(=O)C2(/C(=C(\O)c3ccc4c(c3)OCCO4)C(=O)C(=O)N2CCCOC)c2ccccc21 (stereo not drawn)
    i	1.3	-2.0%	7%	-10%	6%	28%	2.5%	-1%	-1%
- CCOC(=O)c1n[nH]n(-c2cc(Cl)cc(Cl)c2)c1=O
    i	0.5	-6.3%	14%	-14%	2%	11%	2.3%	1%	-4%
- O=C(OCC1OC2C(Oc3nc(=O)ccn32)C1O)c1ccccc1 (stereo not drawn)
    i	0.6	4.1%	4%	-1%	-3%	-60%	-0.3%	0%	-5%
- COc1ccc(OC(=O)/C=C/c2ccc([N+](=O)[O-])cc2)cc1
    i	0.4	-5.3%	11%	5%	-2%	-10%	-1.7%	-7%	-6%
- COc1ccccc1N1CCN(C2CCCCC2NS(=O)(=O)c2ccc(Cl)cc2)CC1 (stereo not drawn)
    i	1.8	-1.5%	2%	0%	-1%	-52%	-0.8%	-38%	-8%
- Cc1ccc(-c2nnn(CC(=O)N3CCCCC3)n2)cc1
    i	0.6	2.0%	8%	-4%	3%	-22%[20 µM]	0.0%	-25%	-5%
- COc1ccccc1CC(NC(C)=O)C(=O)NC1CCN(C(=O)c2ccc(C)cc2)CC1 (stereo not drawn)
    i	0.5	-6.1%	-4%	-5%	6%	4%	1.4%	-10%	-7%
- Cc1ccc(OCC(=O)NNC(=O)CSc2ncnc3sc(C)c(C)c23)cc1
    i	0.8	-1.5%	10%	-10%	13%	-69%[20 µM]	6.3%	-21%	-4%
- Oc1ccc(/C=N/NC(=S)NC2CC3CCC2C3)cc1 (stereo not drawn)
    i	0.2	1.1%	-81%	-5%	2%	-15%	-1.9%	-6%	-1%
- CCC1CN(C(=O)N2CCC(C(=O)NCc3ccco3)CC2)c2ccccc2O1 (stereo not drawn)
    i	0.4	-6.6%	13%	-3%	-1%	1%	3.0%	-28%	-7%
- Cc1ccc(-n2c(=S)[nH]c3c(oc4ccccc43)c2=O)cc1
    i	0.7	22%	-43%	-3%	-1%	6%	0.6%	10%	5%
- Cc1cccc(NC(=O)c2ccc(S(=O)(=O)N(C)C)cc2)n1
    i	0.7	-5.1%	-7%	-3%	1%	-44%	29%	-13%	-12%
- Cc1ccc(S(=O)(=O)Cn2nnnc2C(C(C)C)N2CCc3ccccc3C2)cc1 (stereo not drawn)
    i	0.7	13%	-16%	14%	3%	4%	0.3%	-22%	-11%
- OC(CN1CCOCC1)CN1CCOCC1
    i	0.9	-4.7%	10%	-6%	-5%	0%	22%	10%	-13%
- CC(C)(C)c1ccc(C(=O)NCCCNC(=O)c2cccnc2)cc1
    i	1.2	-2.2%	-1%	5%	11%	-19%	-0.5%	-24%	-11%
- C=C1C2(C(=O)Nc3ccc(SC(F)F)cc3)CCC(C2)C1(C)C (stereo not drawn)
    i	0.7	2.2%	32%	27%	6%	0%	1.2%	0%	-6%
- Cc1onc(-c2ccccc2)c1C(=O)N1CCN(Cc2ccccc2)CC1
    i	2.6	0.8%	4%	0%	1%	5%	0.9%	-13%	-8%
- CCOC(=O)c1c(NC(=O)Nc2cccc(Cl)c2)sc(C)c1C
    i	1.0	-5.5%	-13%	-2%	-2%	2%	-1.3%	-18%	-2%
- Cc1ccc[n+](-c2nc3ccccc3nc2[N-]S(=O)(=O)c2ccccc2)c1
    i	1.1	0.3%	24%	-3%	5%	30%	1.7%	1%	-3%
- Cc1ccc2nc(NC(=O)CCn3c(=O)sc4ccccc43)sc2c1
    i	2.2	-1.5%	15%	-4%	-1%	15%	1.8%	-20%	8%
- COc1ccc(NC(=O)[C@@H](NC(=O)c2ccccc2F)C(C)C)cc1S(=O)(=O)N1CCOCC1
    i	0.0	-4.0%	20%	3%	4%	-26%	0.7%	-30%	5%
- COc1ccc(N2C(=O)CC(N3CCN(S(=O)(=O)c4cc(C)ccc4C)CC3)C2=O)cc1 (stereo not drawn)
    i	0.2	-5.4%	14%	2%	2%	21%	0.2%	-12%	-4%
